CRFR2-BP antag = antagonists of CRF-BP/CRF-R2 complex, primary screen, cell-based, HEK293, calcium dye fluorescence, uHTS. hit rate 0.59% among 350,000. inhibition, % at 11.8 µM. CRF-induced calcium fluorescence;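 active = inhibition of the ligand-induced calcium signal above about 50% at the single tested concentration, limit read from the data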
CHRM4 agonist = human M4 muscarinic receptor agonists, primary screen, CHO-K1 cells, Fluo-8 calcium fluorescence | AID 624127, 2012 | activation, % at 3 µM | Muscarinic acetylcholine receptor M4 (Homo sapiens), P08173 | hit rate 0.14% among 360,000 | CHO-K1 hM4/Gqi5; vehicle 0%, full acetylcholine response 100%;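 active = activation above the run mean over all test wells plus 3 SD, cut at about 32% in these data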;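 note: peak over basal fluorescence ratio per well then scaled between controls; 0% = DMSO wells and 100% = acetylcholine at EC100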
CHRM1 PAM = human M1 muscarinic receptor positive allosteric modulators, primary screen, CHO-K1 cells, Fluo-8 calcium fluorescence, 1536-well; Muscarinic acetylcholine receptor M1 (Homo sapiens), P11229; CHO-K1 hM1, ACh EC20; 0% = ACh EC20, 100% = maximal ACh; activation, % at 3 µM; hit rate 0.088% among 360,000; AID 588819, 2011; in the data active = activation above about 19%, passing the limit was not always enough
Target sequence (P11229 whole entry, looked up): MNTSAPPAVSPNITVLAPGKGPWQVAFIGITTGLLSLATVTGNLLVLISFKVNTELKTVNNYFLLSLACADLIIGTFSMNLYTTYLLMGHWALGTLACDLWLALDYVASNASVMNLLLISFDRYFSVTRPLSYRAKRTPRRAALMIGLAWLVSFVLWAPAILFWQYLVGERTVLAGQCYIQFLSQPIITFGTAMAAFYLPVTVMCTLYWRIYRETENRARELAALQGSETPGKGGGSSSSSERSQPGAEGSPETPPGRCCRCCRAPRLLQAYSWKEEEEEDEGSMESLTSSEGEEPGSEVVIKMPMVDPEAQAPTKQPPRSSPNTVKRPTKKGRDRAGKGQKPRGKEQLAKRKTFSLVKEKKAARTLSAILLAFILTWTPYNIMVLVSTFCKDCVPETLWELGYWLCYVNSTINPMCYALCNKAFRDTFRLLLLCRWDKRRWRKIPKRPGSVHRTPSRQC
M5 PAM = human M5 muscarinic receptor positive allosteric modulators, primary screen, CHO-K1 cells, Fluo-8 calcium fluorescence; AID 624038, 2012; activation, % at 3 µM; Muscarinic acetylcholine receptor M5 (Homo sapiens), P08912; CHO-K1 hM5, ACh EC20 PAM; 0% = ACh EC20, 100% = ACh EC100; hit rate 0.3% among 360,000;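 active = activation above the run cutoff, the mean activation of all test compounds plus 3 SD, cut at about 18% in these data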
Target sequence (P08912 whole entry, looked up): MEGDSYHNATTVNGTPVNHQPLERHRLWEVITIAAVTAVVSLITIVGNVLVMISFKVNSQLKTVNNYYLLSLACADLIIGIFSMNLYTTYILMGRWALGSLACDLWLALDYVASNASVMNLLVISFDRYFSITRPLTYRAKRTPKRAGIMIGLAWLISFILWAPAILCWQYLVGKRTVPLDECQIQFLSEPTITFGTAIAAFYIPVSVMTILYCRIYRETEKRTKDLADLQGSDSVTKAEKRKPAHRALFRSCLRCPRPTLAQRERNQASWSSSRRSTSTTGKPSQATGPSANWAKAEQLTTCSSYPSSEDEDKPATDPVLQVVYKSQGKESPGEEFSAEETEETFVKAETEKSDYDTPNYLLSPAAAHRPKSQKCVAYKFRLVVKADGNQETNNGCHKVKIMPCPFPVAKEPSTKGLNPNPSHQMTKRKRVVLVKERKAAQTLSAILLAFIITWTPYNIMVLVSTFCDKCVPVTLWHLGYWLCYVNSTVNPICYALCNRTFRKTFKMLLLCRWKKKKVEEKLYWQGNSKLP
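Replicates: One well per compound, no replicates | System: Human M5 receptor in CHO-K1 cells | Benchmarks: Low control EC20 acetylcholine (0%), high control EC100 acetylcholine (100%) | Probe or stimulus: Acetylcholine, EC20 level | Times: Fluo-8 loading 80 min at 37 °C plus 30 min room temperature | Signal: Intracellular calcium via Fluo-8 fluorescence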
CRFR2-BP ag = agonists of CRF-BP/CRF-R2 complex, primary screen, cell-based, HEK293, calcium dye fluorescence, uHTS; hit rate 0.46% among 350,000; activation, % at 13.2 µM; calcium dye fluorescence (FLIPR); percent of saturating CRF peptide response;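 active = activation of at least 50%, plus an integration ratio under a set limit after plate pattern correction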;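 note: plate controls were neutral control wells without compound for no effect and CRF at EC100 for full effect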
M4 antag = human M4 muscarinic receptor antagonists, primary screen, CHO cells, Fluo-8 calcium fluorescence | AID 624125, 2012 | inhibition, % at 3 µM | CHO-hM4 cells, ACh EC80 | hit rate 0.73% among 360,000 | Muscarinic acetylcholine receptor M4 (Homo sapiens), P08173;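 active = inhibition above its plate's cutoff, the mean inhibition of sample wells plus 3 SD, cut at about 27% in these data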;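 note: 0% = acetylcholine EC80 with DMSO and 100% = DMSO without agonist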
CHRM4 PAM = human M4 muscarinic receptor positive allosteric modulators, primary screen, CHO-K1 cells, Fluo-8 calcium fluorescence | Muscarinic acetylcholine receptor M4 (Homo sapiens), P08173 | CHO-K1 hM4/Gqi5, ACh EC20; 0% = ACh EC20, 100% = maximal ACh | AID 624126, 2012 | hit rate 0.4% among 360,000 | activation, % at 3 µM;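 active = activation above its plate's cutoff, the mean activation of sample wells plus 3 SD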; note: some results filed as inactive read as strong as hits
M5 ag = human M5 muscarinic receptor agonists, primary screen, CHO-K1 cells, Fluo-8 calcium fluorescence; Muscarinic acetylcholine receptor M5 (Homo sapiens), P08912; CHO-K1 hM5 cells; 0% DMSO wells, 100% maximal acetylcholine response; activation, % at 3 µM; hit rate 0.19% among 360,000; AID 624037, 2012;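 active = activation above the run's mean over test compounds plus 3 SD, cut at about 23% in these data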;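 note: signal is peak over basal fluorescence ratio across the kinetic read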
CHRM5 antagonist = human M5 muscarinic receptor antagonists, primary screen, CHO cells, Fluo-8 calcium fluorescence; Muscarinic acetylcholine receptor M5 (Homo sapiens), P08912; CHO-hM5 cells, ACh EC80; inhibition, % at 3 µM; hit rate 0.59% among 360,000; AID 624040, 2012;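 active = inhibition above a per-plate cutoff, the mean of that plate's test compounds plus 3 SD, cut at about 27% in these data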;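 note: 0% = acetylcholine EC80 with DMSO and 100% = DMSO without agonist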
* marks the source's active call; other numbers are inactive results; · = no result given. This is a random part of the collection (roughly 2.6% active in at least one column).

SMILES	CRFR2-BP antag	CHRM4 agonist	CHRM1 PAM	M5 PAM	CRFR2-BP ag	M4 antag	CHRM4 PAM	M5 ag	CHRM5 antagonist
CCCCC1(C(=O)OCC)CC(CN2CCOCC2)OC1=O (configuration not stated)	-1	1	6	4	0.5	0	4	1	-3
Cn1c(Cn2cnc([N+](=O)[O-])n2)nnc1SCC(=O)Nc1cccc(Cl)c1	7	1	8	-3	0.5	3	13	-2	4
FC(F)(F)c1cnc(-c2cnc(-c3cccnc3)nc2)c(Cl)c1	7	1	9	2	-2.5	-10	12	-1	-10
CCNC(=S)NNc1nncc2ccccc12	-1	0	-2	-2	0.2	-1	5	0	13
CCC(C)(C)C1CCc2[nH]nc(C(=O)NCC3CC3)c2C1 (configuration not stated)	22	-1	-9	-13	-1.4	4	-8	-11	11
Cc1cc(CN(C)C(=O)CC2C(=O)NCCN2CC(c2ccccc2)c2ccccc2)on1 (configuration not stated)	4	1	11	-4	-0.4	-11	11	-5	-11
CN(C)c1ccc(/C=C2\CCCc3c2nc2ccccc2c3C(=O)O)cc1	-9	2	15	1	14	-4	-2	0	-1
CCOC(CNC(=O)C1CCN(S(=O)(=O)c2ccc3nc4c(c(C(=O)O)c3c2)CCCCC4)CC1)OCC	-6	0	11	0	-1.3	1	-1	-2	4
C(=N\Nc1ccccn1)/c1ccc(N2CCOCC2)cc1	17	4	1	-5	2.3	-2	-2	2	13
Cc1nc2ccccc2c(=O)n1NC(=O)c1ccco1	12	0	4	0	-2.1	4	-5	-5	-4
COc1ccc(CSc2nnnn2Cc2ccccc2)cc1OC	-1	4	2	-12	0.9	6	-3	1	12
COc1cc(/C=N/NC(=O)c2ccc3ccccc3c2)ccc1Oc1ccc([N+](=O)[O-])cn1	-17	4	-1	-6	0.3	13	-6	-2	14
CCN(CC)CCOC(=O)c1ccc(N/C=C(/C#N)c2nc(-c3cc4ccccc4oc3=O)cs2)cc1	-8	4	3	-9	9.5	-12	-8	0	7
CCOC(=O)c1nn(-c2ccccc2)c(=O)cc1OCC(=O)Nc1cc(C)ccc1OC	13	1	1	1	0.8	-2	1	4	-3
Oc1ccc(F)cc1-c1cc(-c2ccc3c(c2)OCCO3)n[nH]1	-3	4	3	1	3.2	12	1	1	2
CCOc1cc(Br)c(C=O)cc1OCC	-1	0	6	8	0.4	-12	6	0	-6
COc1ccc([N+](=O)[O-])cc1NC(=O)Cc1c(Cl)cccc1Cl	13	0	4	-6	0.9	-7	5	-3	10
Cc1[nH]n2c(=O)cc(Cc3ccccc3)nc2c1C#N	-2	0	4	0	0.5	2	-4	-1	-1
Cc1oc(-c2ccccc2)[n+]([O-])c1C	-5	0	0	-3	0.4	7	-7	-1	5
C=CCOC(=O)COc1ccc2c(C)c(CC)c(=O)oc2c1	-15	3	-10	0	-0.8	-6	11	-3	5
O=C1NC(=Nc2ccccc2)S/C1=C\c1ccccc1	5	0	12	11	1.2	0	-3	4	-4
Cc1ccc(NCc2nnc(SCC(N)=O)o2)c(C)c1	-10	0	12	-1	0.3	2	2	0	15
CCN(C(=O)COC(=O)c1nc(Cl)ccc1Cl)c1c(N)n(Cc2ccccc2)c(=O)[nH]c1=O	-4	1	17	7	1.1	2	13	3	0
O=C(O)/C=C/c1ccc2ccccc2n1	3	1	10	-2	-0.7	-4	1	2	1
Cn1cccc1Cc1nnc(SCC(=O)Nc2ccc3c(c2)OCCO3)n1CCc1ccccc1	4	3	8	-3	-1.0	-3	-2	0	1

4 compounds already listed, arranged by count of non-hydrogen atoms, highest first:
SMILES	CRFR2-BP antag	CHRM4 agonist	CHRM1 PAM	M5 PAM	CRFR2-BP ag	M4 antag	CHRM4 PAM	M5 ag	CHRM5 antagonist
CCN(C(=O)COC(=O)c1nc(Cl)ccc1Cl)c1c(N)n(Cc2ccccc2)c(=O)[nH]c1=O	-4	1	17	7	1.1	2	13	3	0
CCOC(=O)c1nn(-c2ccccc2)c(=O)cc1OCC(=O)Nc1cc(C)ccc1OC	13	1	1	1	0.8	-2	1	4	-3
COc1ccc(CSc2nnnn2Cc2ccccc2)cc1OC	-1	4	2	-12	0.9	6	-3	1	12
Cc1ccc(NCc2nnc(SCC(N)=O)o2)c(C)c1	-10	0	12	-1	0.3	2	2	0	15

Complete entries as entered above:
Entry for `CCOc1cc(Br)c(C=O)cc1OCC` → CRFR2-BP antag: -1; CHRM4 agonist: 0; CHRM1 PAM: 6; M5 PAM: 8; CRFR2-BP ag: 0.4; M4 antag: -12; CHRM4 PAM: 6; M5 ag: 0; CHRM5 antagonist: -6
Entry for `Cn1cccc1Cc1nnc(SCC(=O)Nc2ccc3c(c2)OCCO3)n1CCc1ccccc1` → CRFR2-BP antag: 4; CHRM4 agonist: 3; CHRM1 PAM: 8; M5 PAM: -3; CRFR2-BP ag: -1.0; M4 antag: -3; CHRM4 PAM: -2; M5 ag: 0; CHRM5 antagonist: 1

The results go on.
SMILES	CRFR2-BP antag	CHRM4 agonist	CHRM1 PAM	M5 PAM	CRFR2-BP ag	M4 antag	CHRM4 PAM	M5 ag	CHRM5 antagonist
Cc1cccc(N(CC(=O)NCc2ccc(F)cc2)C(=O)c2csnn2)c1C	-8	1	2	1	-0.4	-3	0	0	4
CCOc1ccc(N(CC(=O)N2CCCCCC2)S(=O)(=O)c2ccc(F)cc2)cc1	-8	0	9	3	-1.0	-9	8	-2	0
CCc1nnc(NC(=O)CSc2nc3cc(OC)ccc3cc2C)s1	-56	0	-2	0	-1.5	-1	-1	0	-6
CCOC(=O)c1c(C)nc(SC)c(C#N)c1-c1ccccc1	-3	-1	3	1	-1.1	-7	9	-1	2
COc1c(C)cccc1C(=O)Nc1cc(Cl)ccc1N1CCOCC1	-7	0	5	0	-0.7	7	-2	-3	3
Cc1cc(NS(=O)(=O)c2ccc(NC(=O)Nc3ccccc3)cc2)no1	7	0	9	5	-1.0	14	2	0	-3
COc1ccc(CCN2C(=O)c3[nH]nc(-c4ccccc4O)c3C2c2ccccc2)cc1OC (configuration not stated)	-11	5	3	-9	0.3	-7	-6	0	5
CCC(=O)Nc1nc(C)c(-c2csc(Nc3ccccn3)n2)s1	-16	2	6	-5	1.6	-2	6	0	10
COc1ccc(/C=N/NC(=O)CSc2nnc(CCCc3ccc(OC)c(C)c3)o2)cc1	-7	1	1	6	-0.8	-11	4	-1	1
CCn1c(=O)c(C(=O)Nc2ccccc2F)c(O)c2ccccc21	-23	1	13	-3	4.4	2	-2	1	-4
COC(=O)c1cc(NCc2ccc3c(c2)OCO3)ccc1N1CCOCC1	30	3	2	12	-0.6	1	-1	1	-18
C[C@@H]1CN([C@@H](C)CO)C(=O)c2cc(Br)cnc2O[C@@H]1CN(C)C(=O)Nc1ccc(F)cc1	-12	1	8	-6	8.1	-14	2	-1	12
CCn1c(SCc2ccc(F)cc2)nc2ccccc2c1=O	-6	-1	20	10	11	-18	0	-6	-7
Cc1nc2ccc(NC(=O)N(C(C)C)C(C)C)cc2s1	9	2	6	0	0.3	-6	1	-1	-1
O=C(CCc1nnc2ccc(N3CCC4(CC3)OCCO4)nn12)NCc1ccccc1Cl	-2	1	-3	3	-1.0	2	-3	-2	-5
COc1cc(C2NC(=S)NC(C)=C2C(=O)Nc2cc(C)cc(C)c2)ccc1O (configuration not stated)	-8	0	8	5	-0.3	-3	1	3	6
O=C(O)C1=C[C@H](c2ccccc2)C[C@H](OCCCCO)O1	2	1	11	5	-1.0	-3	8	1	2
COc1ccc(C2/C=C\CN(C(=O)c3ccccc3)[C@H](Cc3ccccc3)C(=O)N2Cc2ccc(F)cc2)cc1 (some centres not stated)	2	4	-3	-12	1.7	7	-5	-1	13
Cc1ccc(C(C[N+](=O)[O-])Sc2ccc(N)cc2)cc1 (configuration not stated)	-37	2	11	-1	3.9	2	-3	1	9
CCCCn1c(N)c(N(CC(C)C)C(=O)c2cccc(S(=O)(=O)N3CCN(C(C)=O)CC3)c2)c(=O)[nH]c1=O	9	1	2	2	-0.2	8	-5	2	3
CCOC(=O)C1(Cc2cccc(F)c2)CCN(Cc2ccon2)CC1	7	2	5	-3	1.8	4	7	1	4
O=C(O)c1cccc(NC(=O)c2ccc3c(c2)C(=O)N(c2ccccc2)C3=O)c1	3	0	8	1	0.8	-5	0	1	3
Cc1cc(NC(=O)c2cc(-c3ccco3)on2)no1	-13	1	10	3	-0.1	-7	7	2	1
COc1ccc(OCCCON2C(=O)c3ccccc3C2=O)cc1	28	0	6	2	-0.2	2	1	-1	0
C=CCn1cc(CN2CCC(C(=O)Nc3cccc(-c4cccc(Cl)c4)c3)CC2)c(C)n1	-3	15	-13	-10	-0.2	8	-11	-6	24

(list continues)
SMILES	CRFR2-BP antag	CHRM4 agonist	CHRM1 PAM	M5 PAM	CRFR2-BP ag	M4 antag	CHRM4 PAM	M5 ag	CHRM5 antagonist
CC(C)C[C@@H](CN)NC(=O)c1nc[nH]c1C(=O)N[C@@H](CC(C)C)C(=O)CNC[C@H](C)NC(=O)c1nc[nH]c1C(=O)N[C@@H](C)C(=O)O	0	0	11	0	-3.2	0	2	0	7
Cc1cc(C(=O)N2CCC2(C)C(=O)NCCC#N)nn1C (configuration not stated)	·	0	10	3	·	-5	1	-1	-4
CCc1ccc(CN(C)Cc2nc(Cc3cccc(C(F)(F)F)c3)no2)nc1	3	1	0	-3	-4.5	12	-2	-4	6
CN1CCN(NC(=O)c2cccs2)CC1	4	0	11	5	8.6	-4	-2	-12	1
O=C(CCNC(=O)c1ccc(Br)cc1)NCCCN1CCCC1=O	9	0	14	1	-0.8	0	10	2	-6
CCc1c(C)sc(NC(=O)CC#N)c1C#N	-6	0	8	1	1.8	7	-4	3	-7
O=C(NCc1ccccc1)c1cc(C2CCCN(C(=O)c3ccccc3)C2)on1 (configuration not stated)	·	1	13	0	·	-7	3	1	2

Some of the entries so far, in CSV form.
mol,CRFR2-BP antag,CHRM4 agonist,CHRM1 PAM,M5 PAM,CRFR2-BP ag,M4 antag,CHRM4 PAM,M5 ag,CHRM5 antagonist
CCc1c(C)sc(NC(=O)CC#N)c1C#N,-6,0,8,1,1.8,7,-4,3,-7
CN1CCN(NC(=O)c2cccs2)CC1,4,0,11,5,8.6,-4,-2,-12,1
CCc1ccc(CN(C)Cc2nc(Cc3cccc(C(F)(F)F)c3)no2)nc1,3,1,0,-3,-4.5,12,-2,-4,6

Source: PubChem
